PDI turbidity = blocks human protein disulfide isomerase activity | P07237 | PDI insulin aggregation turbidity, A650, 90 min | AID 588391 | inhibition, % at 10 µM | 350,000 compounds, 0.052% hits;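 active means mean inhibition across replicates of 30% or more, whatever share of single replicates reach that level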;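 further: absorbance from insulin aggregation driven by PDI reduction with DTT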
Target sequence (P07237 whole entry, looked up): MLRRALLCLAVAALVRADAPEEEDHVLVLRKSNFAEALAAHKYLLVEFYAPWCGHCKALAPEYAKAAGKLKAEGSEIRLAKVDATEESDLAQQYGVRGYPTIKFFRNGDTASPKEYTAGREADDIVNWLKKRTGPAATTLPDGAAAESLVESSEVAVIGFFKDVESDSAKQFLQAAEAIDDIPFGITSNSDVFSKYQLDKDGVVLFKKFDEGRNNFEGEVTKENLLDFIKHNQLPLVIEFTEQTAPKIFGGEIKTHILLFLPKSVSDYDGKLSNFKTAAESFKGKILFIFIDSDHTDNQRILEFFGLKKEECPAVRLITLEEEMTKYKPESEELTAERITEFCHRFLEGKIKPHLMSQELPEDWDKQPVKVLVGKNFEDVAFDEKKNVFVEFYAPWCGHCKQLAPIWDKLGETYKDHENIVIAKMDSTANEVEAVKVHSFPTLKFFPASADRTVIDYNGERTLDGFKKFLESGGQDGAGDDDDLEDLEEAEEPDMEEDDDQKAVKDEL
Cardio protect = protects H9c2 cardiomyocytes from peroxide injury. 360,000 compounds, 0.63% hits. protection from H2O2 cell death, % at 20 µM. AID 588492. H2O2 injury protection, ATPLite, 2 h;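 active means compounds giving at least 50% protection of heart cells from peroxide-induced death in the single-dose screen, raw or plate-pattern-corrected value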;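 further: 0% = DMSO wells with peroxide and 100% = DMSO wells without peroxide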
ABCB6 inh MLPCN = inhibitors of human ABC transporter ABCB6 | Q9NP58 | AID 602162 | 360,000 compounds, 0.19% hits | fluorescence ratio to DMSO, % at 10 µM | K562-ABCB6 porphyrin accumulation, flow cytometry, 1 h; hits give low values;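 active means fluorescence ratio to DMSO below 75%, the collection mean minus 3 SD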;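 further: signal is porphyrin accumulated inside mitochondria; 100% equals median channel fluorescence of DMSO control wells; lower ratio means ABCB6 inhibition with less porphyrin fluorescence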
Glyco luc inh = blocks N-linked glycosylation in D54 reporter cells. D54 ERlucT glycosylation luciferase reporter, 24 h; percent of 100 nM tunicamycin response. reporter increase, % at 12.5 µM. 360,000 compounds, 0.23% hits;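 active means mean luciferase reporter signal, scaled so untreated is 0 and the glycosylation-blocking control 100, at or above a set limit in every replicate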;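 further: luciferase carries N-glycosylation sites so blocking glycosylation raises the light; 0% = median of neutral control wells and 100% = median of 100 nM tunicamycin wells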
Vif inh = inhibitors of HIV Vif | 340,000 compounds, 0.35% hits | inhibition, % at 7.49 µM | HEK293T cells, Vif self-association by quenched fluorescence, imaging, 24 h; in the data active means inhibition above about 50%, passing the limit was not always enough; further: some results filed as inactive read as strong as hits
CaV13 ICDI inh = Disruptors of the CACNA1D IQ motif to Ca2+-dependent inactivation inhibitor domain association, primary screening, Förster resonance energy transfer in intact living … | 340,000 compounds, 0.098% hits | inhibition, % at 12.3 µM | HEK cells, CFP/YFP FRET ICDI-IQ, plate reader, 10 min; percent FRET-ratio fall versus neutral wells;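 active means mean replicate inhibition of at least 30% and at least 1% of replicates passing that level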;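 further: 0% = median of the neutral control wells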
HTR2A ag = agonists of mouse serotonin 5-HT2A receptor (HTR2A). CHO-K1 mHTR2A beta-arrestin complementation, luminescence; percent of 30 µM serotonin response. activation, % at 7.6 µM. 360,000 compounds, 0.66% hits. AID 624169;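 active means activation above a run cutoff, the mean activation of all tested compounds plus 3 SD, cut at about 14% in these data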;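 further: 0% = plate median of compound wells and 100% = 30 µM serotonin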
Target sequence (P35363 whole entry, looked up): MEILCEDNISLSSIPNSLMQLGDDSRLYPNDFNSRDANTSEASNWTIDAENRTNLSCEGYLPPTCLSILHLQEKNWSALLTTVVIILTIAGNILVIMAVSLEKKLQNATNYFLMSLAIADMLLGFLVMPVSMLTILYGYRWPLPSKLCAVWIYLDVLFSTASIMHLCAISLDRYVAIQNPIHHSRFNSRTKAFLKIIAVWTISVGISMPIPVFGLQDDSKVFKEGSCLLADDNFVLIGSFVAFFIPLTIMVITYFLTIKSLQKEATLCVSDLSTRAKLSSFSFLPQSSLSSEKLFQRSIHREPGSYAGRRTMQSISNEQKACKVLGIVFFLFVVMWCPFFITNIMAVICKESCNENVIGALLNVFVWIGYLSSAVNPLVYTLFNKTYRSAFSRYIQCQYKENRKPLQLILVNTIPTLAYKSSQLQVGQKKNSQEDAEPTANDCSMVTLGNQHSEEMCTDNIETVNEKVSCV
MC4R barr agon = activates human MC4R beta-arrestin recruitment | P32245 | U2OS MC4R beta-arrestin complementation, luminescence; percent of melanotan II response, DMSO zero | activation, % at 8.9 µM | 360,000 compounds, 0.98% hits | AID 540308;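 active means activation above a per-plate cutoff, the mean activation of sample wells on that plate plus 3 SD, cut at about 8% in these data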
MC4R antag cAMP = human MC4R antagonism in cAMP assay; inhibition, % at 6.5 µM; 360,000 compounds, 0.48% hits; MC4R-expressing cells, MTII-stimulated cAMP, LANCE TR-FRET;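 active means inhibition above its plate's cutoff, the mean of tested wells on that plate plus 3 SD, cut at about 29% in these data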;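 further: 0% = Melanotan II alone and 100% = Melanotan II plus saturating MCL0020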
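Material: human MC4R-expressing U2OS cells. Probe or stimulus: Melanotan II challenge. Dosing: 6.5 µM single dose. Times: 30-min compound, 1-h challenge, 1-h detection, room temperature. Technique: TR-FRET with Eu-cAMP and labeled anti-cAMP, 671 nm. Replication: singlicate.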
aDG glyco act = alpha-DG glycosylation activation. Pro5-aDG cells, alpha-DG glycosylation AlphaScreen (IIH6); 0% Pro5, 100% B10-LARGE cell signal. activation, % at 10 µM. 360,000 compounds, 0.22% hits. AID 624168;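 active means activation of at least 8% versus controls, or a plate z-score of at least 8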;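 further: Pro5 are CHO cells carrying HIG-tagged alpha-DG that lacks glycosylation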
* marks the source's active call; other numbers are inactive results; . = no result given.

SMILES | PDI turbidity | Cardio protect | ABCB6 inh MLPCN | Glyco luc inh | Vif inh | CaV13 ICDI inh | HTR2A ag | MC4R barr agon | MC4R antag cAMP | aDG glyco act
CCn1nc(C(=O)NNC(=O)C(Cc2ccccc2)NC(N)=O)c2ccccc2c1=O (stereo not drawn) | 17 | 6 | 93 | 0 | -1 | -10 | 3 | -0.7 | 5 | -0.2
COc1ccc(N2CC(C(=O)Nc3nc(-c4ccccc4)c(C(C)=O)s3)CC2=O)c(OC)c1 (stereo not drawn) | -5 | 2 | 99 | 2 | 0 | -11 | 6 | 0.6 | -4 | 0.0
CCCC(c1nnnn1Cc1ccc(F)cc1)N1CCN(C)CC1 (stereo not drawn) | 3 | 0 | 97 | 2 | 14 | -6 | 4 | -0.9 | 7 | -0.3
OC/C(Br)=C(\Br)CO | . | 1 | 103 | 1 | -8 | . | 11 | -0.3 | 4 | -0.2
Cc1c(N2C(=O)c3ccccc3C2(O)c2ccccc2)c(=O)n(-c2ccccc2)n1C (stereo not drawn) | 3 | 8 | 99 | -3 | 6 | -2 | -6 | 0.4 | 7 | 0.1
Cc1cccc(Cn2nc(C)cc2NC(=O)CCCn2ccc([N+](=O)[O-])n2)c1 | 0 | -2 | 99 | -2 | 6 | 6 | 1 | 0.1 | 3 | 1.1
O=C(CCNS(=O)(=O)c1ccc(OC(F)(F)F)cc1)Nc1cccc(S(=O)(=O)N2CCCC2)c1 | 4 | -6 | 99 | -2 | -16 | -2 | -14 | 4.9 | 10 | 1.6
CCN(CC)C(=O)Cn1c(=O)n(CCCC(=O)NCc2ccc3c(c2)OCO3)c(=O)c2sccc21 | -1 | 4 | 100 | -1 | -6 | -6 | 3 | 1.7 | 17 | 0.0
O=C(CN1CCOc2ccccc21)NC1CCCCCCC1 | . | -18 | 100 | -3 | 1 | -2 | -5 | -1.1 | 1 | 0.0
O=C(COC(=O)c1cccnc1Cl)NC1CCCCC1 | 12 | 7 | 92 | 2 | 4 | -7 | -7 | -0.9 | -2 | -0.3
CN(C)S(=O)(=O)c1ccc(C(=O)Nc2nnc(Cc3ccccc3)s2)cc1 | -23 | -7 | 189 | 1 | . | -1 | -2 | -1.1 | 3 | -0.7
O=C(NCc1cccc(Cl)c1)C1CCC(=O)N(CCCN2CCCC2=O)C1 (stereo not drawn) | -14 | -3 | 108 | . | . | -9 | 4 | -0.9 | 0 | -0.2
C#CCOC(=O)c1ccc(-n2cncn2)nc1 | -8 | 16 | 102 | -1 | 16 | -2 | 4 | -0.7 | 3 | 0.1
O=C(Nc1ccc(Cl)c(S(=O)(=O)N2CCOCC2)c1)c1cccs1 | -4 | 4 | 95 | -1 | 12 | -14 | 10 | -1.9 | 5 | 0.0
COc1ccccc1NS(=O)(=O)c1cccc(C(=O)NCC(c2ccco2)N2CCCCC2)c1 (stereo not drawn) | 4 | 4 | 88 | -2 | -2 | -15 | -10 | -0.3 | -1 | -0.1
Cc1cccc(NNC(=S)Nc2ccccc2)c1 | 4 | -9 | 101 | -2 | 1 | -6 | 3 | -1.9 | -6 | -0.6
CC1CCc2c(sc(NC(=O)c3ccc(-c4ccccc4[N+](=O)[O-])o3)c2C#N)C1 (stereo not drawn) | -3 | -18 | 104 | 0 | -10 | . | -1 | -2.0 | 0 | 0.1
COc1ccc(N2CC(C(=O)Nc3nnc(C4CCCCC4)s3)CC2=O)cc1 (stereo not drawn) | -5 | -5 | 96 | 0 | 11 | -6 | 0 | -1.2 | 10 | -0.1
CCc1ccc(NC(=O)c2cnc(SC)nc2C)cc1 | 0 | 2 | 96 | 0 | 1 | -4 | 2 | -0.2 | 0 | 0.0
O=S(=O)(N/N=C1/CC(c2ccccc2)Oc2ccccc21)c1ccc(Br)cc1 (stereo not drawn) | 5 | -16 | 90 | -3 | -9 | -3 | -2 | -0.4 | 3 | 0.1
CNC(=O)OCc1cocc1COC(=O)NC | . | . | 99 | . | . | -11 | 14 | . | . | 0.0
CCOC(=O)N1CCN(S(=O)(=O)c2ccc(C(=O)Nc3nc4ccc(F)cc4s3)cc2)CC1 | 9 | -22 | 95 | -1 | -4 | -7 | -1 | 0.8 | -6 | -0.1
O=C(CCN1C(=O)/C(=C/c2ccc(Cl)cc2)SC1=S)NCCCn1ccnc1 | 3 | -13 | 102 | -3 | 3 | -4 | 6 | -2.0 | 2 | 0.3
O=C(NC1=NCCS1)C1CCCCC1 | -2 | 5 | 100 | 0 | 6 | 1 | -2 | -0.9 | 6 | 0.0
c1coc(-c2nn3c(Cn4nnc5ccccc54)nnc3s2)c1 | 10 | 6 | 102 | 0 | 10 | -5 | 4 | -1.3 | -8 | -0.1
COc1ccccc1/C=C/C(=O)NC(=S)Nc1ccccn1 | 1 | -1 | 93 | -2 | -3 | -6 | 2 | -0.1 | 7 | 0.0
C=C1CCN([C@@H](C)C(=O)OCc2ccc(C)cc2)S(=O)(=O)c2ccccc21 | -4 | -18 | 94 | -2 | -1 | -10 | -5 | 0.5 | -2 | 0.5
Cc1cccc(C2c3[nH]c4ccccc4c3CCN2C(=O)CN2CCOC2=O)n1 (stereo not drawn) | -3 | 4 | 103 | 1 | -6 | -6 | 1 | -1.7 | 4 | -0.3
CC(NC(=O)CNC(=S)N(Cc1cccs1)C1CCCC1)c1ccccc1 (stereo not drawn) | -3 | -12 | 99 | -2 | -6 | -3 | -3 | 1.6 | 4 | 0.5
Cc1cccc(OCC(=O)OCC(=O)N2CCCc3ccccc32)c1C | 0 | -7 | 100 | 3 | 8 | -3 | 1 | 4.3 | 9 | 0.3
COc1ccc(CNCCS(=O)(=O)NCc2ccccc2)cc1 | -8 | 1 | 99 | 0 | -4 | -6 | -6 | -1.0 | -5 | 0.0
CC1CC(=O)Nc2ccccc2N1C(=O)COc1cc(Cl)ccc1Cl (stereo not drawn) | 15 | 6 | 97 | 1 | -4 | -3 | 1 | -2.8 | 9 | 0.1
CC(=O)NCCc1cc2cc(C)c(C)cc2[nH]c1=O | 4 | 1 | 99 | 1 | 9 | . | 11 | -0.7 | 5 | 0.4
Cc1ccccc1CC(=O)Nc1ccc2c(c1)c(=O)n(C)n2-c1ccccc1F | 4 | 2 | 104 | -1 | 24 | -2 | 3 | 0.1 | 0 | 0.2
COC(=O)c1sccc1NC(=O)CSc1ccccc1NS(=O)(=O)c1ccc(F)cc1 | 4 | -8 | 99 | 0 | -3 | -3 | -7 | -0.5 | 9 | -0.2
Cc1cc(C)c(NC(=O)CN(C)S(=O)(=O)c2ccc3c(c2)n(C)c(=O)c(=O)n3C)c(C)c1 | 8 | 4 | 93 | 5 | -11 | -2 | -3 | -0.1 | 10 | 0.1
Cc1ccc(C)c(NC(=O)C2(C)CCCN2C(=O)C(C)C)c1 (stereo not drawn) | 19 | 1 | 99 | 4 | -11 | -9 | 1 | -0.6 | 6 | 0.1
Cc1ccc(NC=C(S(=O)(=O)c2ccccc2)S(=O)(=O)c2ccccc2)c(C)c1 | 2 | 0 | 99 | 0 | -4 | . | 3 | 1.3 | 0 | 2.4
COc1ccc(C2N(Cc3ccccc3)CCN2Cc2ccccc2)cc1[N+](=O)[O-] | -1 | 3 | 101 | 0 | -9 | -4 | -3 | -1.3 | 3 | -0.1
Cc1ccc(C(C)C)c(OCC(=O)Nc2cccc(S(=O)(=O)NC3=NCCCCC3)c2)c1 | -11 | -6 | 90 | -3 | 6 | -5 | 2 | -0.9 | 1 | 0.1
Cc1ccc(S(=O)(=O)Oc2ccc(/C=C3/C(=N)N4C(=NC3=O)SN=C4S(C)(=O)=O)cc2)cc1 | -5 | 0 | 92 | -2 | -5 | -14 | -1 | -3.2 | 4 | -0.2
Cn1c(N)c(Sc2ccc(F)cc2)c(=O)n(C)c1=O | 0 | -1 | 105 | 1 | . | -6 | 13 | -1.0 | -2 | 0.0
Cn1c(SCc2ccc([N+](=O)[O-])cc2)nnc1-c1cccnc1 | -1 | 0 | 100 | 7 | 0 | -5 | -2 | -1.7 | 13 | -0.5
O=C(NC1CCCc2ccccc21)C1CCCN(S(=O)(=O)c2cnc[nH]2)C1 (stereo not drawn) | 2 | 0 | 98 | 0 | 2 | 3 | 11 | 0.5 | -1 | -0.1
Cc1ccc2cc(S(=O)(=O)NCCCN3CCOCC3)ccc2c1 | -2 | -9 | 99 | 1 | -1 | -7 | -5 | -1.0 | -10 | 0.3
Cc1ccc(S(=O)(=O)/N=C(/c2ccccc2)N(C)C)c(C)c1 | -4 | 0 | 100 | 3 | 10 | -5 | 2 | -1.1 | 5 | 0.0
CCOc1ccc2[nH]cc(S(=O)(=O)c3ccc(C)cc3)c(=O)c2c1 | 8 | 2 | 100 | -1 | -4 | -7 | 2 | 0.6 | 4 | -0.2
CCC(C)NC(=O)C1CCCN1S(=O)(=O)c1ccc(Cl)cc1 (stereo not drawn) | -6 | 1 | 95 | 1 | . | -8 | 1 | -2.2 | 10 | 0.1
CCN(CC)S(=O)(=O)c1ccc2c(c1)N(CC(=O)N1CCC(C(N)=O)CC1)C(=O)CO2 | 6 | 0 | 94 | 1 | -1 | -15 | 1 | 0.0 | -3 | 0.0
Cc1cccc(NC(=O)CSc2nnc(NC(=O)CN3CCOCC3)s2)c1 | 3 | -5 | 109 | 3 | -2 | 2 | 4 | -0.4 | 5 | 0.1
CN(CCOc1ccccc1)CC(O)COc1ccccc1 (stereo not drawn) | -5 | 4 | 88 | 3 | -9 | -3 | -3 | -0.5 | 4 | 0.1
O=C(OCc1cn([C@@H]2C[C@H](c3ccc(Cl)cc3)N(C(=O)c3cccs3)C[C@H]2O)nn1)c1ccccc1 | 0 | -8 | 94 | -1 | -1 | -3 | 6 | -1.8 | 6 | 0.0
CC1=C(O)C(=O)OC1c1c(Cl)cccc1Cl (stereo not drawn) | -19 | 1 | 97 | 5 | 10 | -19 | -1 | 0.1 | -2 | 0.2
CCCC(C(=O)NCCC(C)C)N(Cc1ccc(F)cc1)C(=O)c1snc(C(N)=O)c1N (stereo not drawn) | 17 | 9 | 99 | 0 | 6 | 20 | 4 | 1.8 | 4 | 0.1
Cn1c(=O)c2c(nc(CN3CCN(Cc4ccccc4)CC3)n2Cc2cccc(Cl)c2)n(C)c1=O | . | 12 | 94 | 1 | . | -3 | -7 | 0.6 | 11 | 3.7

Ordered by number of heavy atoms (descending): 3 of the compounds above.
SMILES | PDI turbidity | Cardio protect | ABCB6 inh MLPCN | Glyco luc inh | Vif inh | CaV13 ICDI inh | HTR2A ag | MC4R barr agon | MC4R antag cAMP | aDG glyco act
O=C(CCNS(=O)(=O)c1ccc(OC(F)(F)F)cc1)Nc1cccc(S(=O)(=O)N2CCCC2)c1 | 4 | -6 | 99 | -2 | -16 | -2 | -14 | 4.9 | 10 | 1.6
Cc1cc(C)c(NC(=O)CN(C)S(=O)(=O)c2ccc3c(c2)n(C)c(=O)c(=O)n3C)c(C)c1 | 8 | 4 | 93 | 5 | -11 | -2 | -3 | -0.1 | 10 | 0.1
O=C(COC(=O)c1cccnc1Cl)NC1CCCCC1 | 12 | 7 | 92 | 2 | 4 | -7 | -7 | -0.9 | -2 | -0.3
